Screening data (PubChem BioAssay)
TGFb SMAD3 inh – blocks TGF-b signaling; HepG2 CAGA-GFP TGF-b/SMAD3 reporter, GFP fluorescence, 18 h; TGF-beta stimulated, 500 pg/mL final; Potency, µM (doses to about 46.1 µM), without a hit: at the top dose activity, negative = inhibition, usual class: inhibitors; hit rate 1.2% among 410,000; further: potency means the concentration at half of the fitted maximal effect; on the % scale 0 is the no-effect control and ±100 the full control effect; nearly all actives have a fitted effect of over 65% in size
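GFP signal (ex488/em500-530) from TGF-beta-stimulated HEPG2 CAGA-GFP cells, 500 pg/mL final, 18 h at 37 degrees C in DMEM plus 1% FBS, normalized to unstimulated and DMSO-stimulated controls.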
Nrf2 activator – Nrf2 pathway activation; AREc32 ARE-luciferase reporter (MCF7-derived line), luminescence, 24 h; Potency, µM (top dose mostly 46.1 µM), without a hit: at the highest dose activation, usual class: activators; hit rate 0.31% among 410,000; AID 624171; further: potency means the concentration at half of the fitted maximal effect; % of control where 0% means no effect; nearly all actives have a fitted effect of over 65% in size
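Luciferase luminescence (Steady-Glo, 30 min at room temperature) served as the read-out of ARE activation in AREc32 cells treated with compounds for 24 hr at 37 deg C.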
pAkt inh – Akt phosphorylation inhibition; activity change, % for hits at 50 µM; hit rate 0.32% among 360,000; AID 651550; Neuro2A IGF-stimulated pAkt S473 HTRF, 20 min; stronger effect = lower value; in the data active means activity change below about -80%; inconclusive means mostly about -51% to -80%; further: on the % scale 0 is the no-effect control and ±100 the full control effect
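Single-point screen (50 µM final compound) in Neuro2A cells stimulated 20 min with 6 nM IGF at 37 deg C. After lysis, Ser473-phosphorylated Akt read by HTRF (ex 330 nm, em 615/665 nm) as the 665/615 ratio.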
HepG2 viability – HepG2 cytotoxicity, counter-screen for TGF-b inhibitors; HepG2 CAGA-GFP viability, ATP luminescence, 18 h; Potency, µM (top dose mostly 46.1 µM), inactives show top-dose activity change, negative = cytotoxicity, most hits filed as cytotoxic; hit rate 0.76% among 410,000; further: potency means the concentration at half of the fitted maximal effect; some results filed as inactive show a strong effect at the top dose
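CellTiter-Glo luminescence gave cytotoxicity after 18 hours at 37 degrees C. The cells were HepG2 CAGA-GFP in 1% FBS DMEM, stimulated with 500 pg/mL TGF-beta after compound addition. %Activity was normalised to no-cell wells (complete cell-killing) and DMSO (no toxicity), and curves were fitted and classified.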
Mm-Cpn inhibitor – blocks the Methanococcus maripaludis chaperonin Mm-Cpn; hit rate 0.031% among 330,000; purified Mm-Cpn ATPase, ADP Transcreener TR-FRET; Potency, µM (doses to about 76.9 µM), inactives show at the highest dose activity, negative = inhibition, actives largely listed as inhibitors; further: potency means the concentration at half of the fitted maximal effect; on the % scale 0 is the no-effect control and ±100 the full control effect; nearly all actives have a fitted effect of over 80% in size
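ATP (10 uM final) was added to archaeal chaperonin (25 nM final) after 10 min exposure to test compound at 37°C; after 30 min further incubation, ADP was detected by competitive TR-FRET.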
A549 viability – counter-screen for Nrf2 inhibitors: cytotoxicity in A549 cells; Potency, µM (doses to about 46 µM), without a hit: at the highest dose activity change, negative = cytotoxicity, hits mostly inhibitors; hit rate 0.16% among 390,000; A549 ARE-Fluc cells, CellTiter-Fluor viability, 18-24 h; further: potency means the concentration at half of the fitted maximal effect; on the % scale 0 is the no-effect control and ±100 the full control effect
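Cytotoxicity counterscreen: CellTiter-Fluor fluorescence was measured in A549 ARE_Fluc cells after 18-24 h of compound exposure in a concentration series. The subsequent BugLite luminescent read reports ARE-luciferase activity.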
Nrf2 block – blocks Nrf2 signaling; A549 ARE-Fluc reporter, luciferase luminescence, 18-24 h; Potency, µM (doses to about 46 µM), inactives show at the top dose activity change, negative = inhibition, hits mostly inhibitors; hit rate 2.1% among 360,000; further: potency means the concentration at half of the fitted maximal effect; on the % scale 0 is the no-effect control and ±100 the full control effect; nearly all actives have a fitted effect of over 60% in size
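A549 ARE_Fluc cells, 5000/well, 5% FBS OPTI-MEM; compounds in dose-response, 18-24 h at 37 °C/5% CO2; CellTiter-Fluor viability read (Ex 405/Em 525), then BugLite luciferase luminescence = Nrf2 activity.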
ATXN viability – cell viability loss in ATXN counter-screen; hit rate 0.49% among 400,000; AID 651635; S2 cells (HEK-293 line with an ATXN2-luciferase reporter) viability, CellTiter-Fluor protease fluorescence, 24 h; Potency, µM (highest dose often 56.7 µM), usual class: cytotoxic; further: potency means the concentration at half of the fitted maximal effect; nearly all actives have a fitted effect of over 40% in size
CCT modulator – changes cytosolic chaperonin activity | hit rate 0.3% among 360,000 | activity change, % (concentration not given with the values), hits read low | purified chaperonin ATPase assay, HTRF ADP detection, 30 min | AID 651819; in the data active means activity change below about -30%; further: on the % scale 0 is the no-effect control and ±100 the full control effect
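Enzyme 40 or 20 nM (batch-dependent) in Tris pH 7.4/KCl/MgCl2/DTT; cpd 76 uM single point; ATP 10 uM; 30 min 37 °C; Transcreener ADP HTRF detection, 30 min RT; ratio 665/615.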
* = called active by the depositor; & = joins results of further samples. Unless noted, the call rests on the fitted dose curve; in most records, active means well fitted curve in the direction sought with a large enough effect; inconclusive means small, poorly fitted or top-dose-only effect, or another doubt; inactive means no such curve, though single readings can be large; an effect the other way counts as inactive or inconclusive.

CCOC(=O)c1ccc(S(=O)(=O)N2CCN(C(=O)c3cccc(S(=O)(=O)N4CC(C)OC(C)C4)c3)CC2)cc1 (configuration not stated) was read as TGFb SMAD3 inh -20%, Nrf2 activator 0.3%, pAkt inh inactive, HepG2 viability 0%, A549 viability 2%, Nrf2 block 9%, ATXN viability inactive and CCT modulator -4.8.
CC(=O)c1cnc(Oc2cc(Cl)ccc2Cl)nc1C was read as TGFb SMAD3 inh -6%, Nrf2 activator 0.2%, pAkt inh inactive, HepG2 viability -4%, Mm-Cpn inhibitor -2%, A549 viability -1%, Nrf2 block 4%, ATXN viability inactive and CCT modulator -1.2.
For CC12CCC(C(=O)N(CC(O)CN3CCCCCC3)C1=O)C2(C)C (configuration not stated) the results were TGFb SMAD3 inh 12%, Nrf2 activator -0.7%, pAkt inh inactive, HepG2 viability 5%, Mm-Cpn inhibitor 2%, A549 viability 6%, Nrf2 block 16%, ATXN viability inactive and CCT modulator 1.8.
For CN1CCN(C(=O)CCc2ccc(S(=O)(=O)NC3CCCCC3)cc2)CC1 the results were TGFb SMAD3 inh 3%, Nrf2 activator 0.5%, pAkt inh inactive, HepG2 viability 0%, Mm-Cpn inhibitor 1%, A549 viability 7%, Nrf2 block 19%, ATXN viability inactive and CCT modulator -4.0.
CCN(CC)S(=O)(=O)c1ccc(NC(=O)c2cc(-c3cccs3)nc3ccccc23)cc1 was read as TGFb SMAD3 inh inconclusive, Nrf2 activator -0.6%, pAkt inh inactive, HepG2 viability 0%, Mm-Cpn inhibitor -16%, A549 viability -2%, Nrf2 block -16%, ATXN viability inactive and CCT modulator -0.3.
For CC(C)COc1cccc(C(=O)Nc2ccc(N3CCOCC3)cc2N2CCOCC2)c1 the results were TGFb SMAD3 inh -24%, Nrf2 activator 0.2%, pAkt inh inactive, HepG2 viability 6%, Mm-Cpn inhibitor -1%, A549 viability -2%, Nrf2 block -17%, ATXN viability inactive and CCT modulator -1.6.
Nc1nc(-c2ccc(Cl)cc2)nn1C(=O)c1cccs1 was read as TGFb SMAD3 inh 4%, Nrf2 activator inconclusive, pAkt inh inactive, HepG2 viability -10%, Mm-Cpn inhibitor 0%, A549 viability 3%, Nrf2 block 1%, ATXN viability inactive and CCT modulator -3.3.
For CCn1cc(Br)c(C(=O)NCc2ccco2)n1 the results were TGFb SMAD3 inh inconclusive, Nrf2 activator 8.8%, pAkt inh inactive, HepG2 viability 0%, A549 viability 8%, Nrf2 block 1%, ATXN viability inactive and CCT modulator 1.9.
Screening O=C(CCCCCNC(=O)c1ccccc1)N/N=C/c1ccccc1O returned TGFb SMAD3 inh -9%, Nrf2 activator -0.2%, pAkt inh inactive, HepG2 viability -24%, Mm-Cpn inhibitor 3%, A549 viability 1%, Nrf2 block 0%, ATXN viability inactive and CCT modulator -0.5.
Screening COc1ccc(C(=O)OCC(=O)c2c(N)n(C)c(=O)n(C)c2=O)c(OC)c1OC returned TGFb SMAD3 inh 1%, Nrf2 activator 3.3%, pAkt inh inactive, HepG2 viability -14%, Mm-Cpn inhibitor 3%, A549 viability 3%, Nrf2 block 1%, ATXN viability inactive and CCT modulator 2.1.
For Cc1ccc(S(=O)(=O)CCc2nnc(NC(=O)C3CCCCC3)s2)cc1 the results were TGFb SMAD3 inh -11%, Nrf2 activator -0.2%, pAkt inh inactive, HepG2 viability 2%, Mm-Cpn inhibitor -1%, A549 viability 0%, Nrf2 block -15%, ATXN viability inactive and CCT modulator -0.6.
COc1cnc(-c2ccccn2)nc1NC(C)C was read as TGFb SMAD3 inh -22%, Nrf2 activator 3.3%, pAkt inh inactive, HepG2 viability -8%, Mm-Cpn inhibitor 3%, A549 viability inconclusive, Nrf2 block 15µM*, ATXN viability inconclusive and CCT modulator 1.4.
CCOC(=O)c1ccc(NS(=O)(=O)c2ccc3c(c2)n(C)c(=O)n3C)cc1 was read as TGFb SMAD3 inh -1%&-12%, Nrf2 activator 5.5%&6.1%, pAkt inh inactive, HepG2 viability 5%&-24%, Mm-Cpn inhibitor 1%, A549 viability 11%&-8%, Nrf2 block 21µM*, ATXN viability inconclusive and CCT modulator -3.5.
For Cc1cc(C)c(S(=O)(=O)Nc2nnc(C(C)C)s2)c(C)c1 the results were TGFb SMAD3 inh -1%, Nrf2 activator 0.5%, pAkt inh inactive, HepG2 viability -15%, Mm-Cpn inhibitor -22%, A549 viability 1%, Nrf2 block -11%, ATXN viability inactive and CCT modulator -2.0.
For Cc1c(Cl)cccc1N/C(SCC(=O)N1CCCCCC1)=C(/C#N)c1nc2ccccc2s1 the results were TGFb SMAD3 inh -6%, Nrf2 activator 0.1%, pAkt inh inactive, HepG2 viability -2%, Mm-Cpn inhibitor -3%, A549 viability inconclusive, Nrf2 block inconclusive and CCT modulator -18.
CCOC(=O)CNC(=O)c1ccc(-c2nn(C)c(=O)c3ccccc23)cc1 was read as TGFb SMAD3 inh -4%, Nrf2 activator -1.0%, HepG2 viability -5%, A549 viability -2%, Nrf2 block -14% and ATXN viability inactive.
Screening Cc1nc(C)c(CCNC(=O)c2ccccc2)s1 returned TGFb SMAD3 inh -21%, Nrf2 activator 0.4%, pAkt inh inactive, HepG2 viability 6%, Mm-Cpn inhibitor 1%, A549 viability 0%, Nrf2 block -2%, ATXN viability inactive and CCT modulator 0.2.
For CCCN(CCC)CCNC(=O)c1sc2nc3n(c(=O)c2c1C)CCCCC3 the results were TGFb SMAD3 inh 3%, Nrf2 activator 9.8%, HepG2 viability -24%, A549 viability -18% and Nrf2 block 29%.
For COC(=O)c1ccc(-c2ccc(/C=N/N3C(=O)C4C5C=CC(CC5)C4C3=O)o2)cc1 (configuration not stated) the results were TGFb SMAD3 inh 4%, Nrf2 activator 1.6%, pAkt inh inactive, HepG2 viability 11%, Mm-Cpn inhibitor 1%, A549 viability 2%, Nrf2 block inconclusive, ATXN viability inactive and CCT modulator 0.6.
ClC1CCCCC1n1nnc2ccccc21 (configuration not stated) was read as TGFb SMAD3 inh -2%, Nrf2 activator -0.9%, pAkt inh inactive, HepG2 viability 0%, A549 viability 5%, Nrf2 block -14%, ATXN viability inactive and CCT modulator -2.3.
Screening Cc1nn(-c2ccccc2)c(N)c1C(O)(CSc1nccn1C)C(F)(F)F (configuration not stated) returned TGFb SMAD3 inh -5%, Nrf2 activator -0.7%, pAkt inh inactive, HepG2 viability 0%, Mm-Cpn inhibitor 1%, A549 viability 10%, Nrf2 block -1%, ATXN viability inactive and CCT modulator -0.9.
CCN(CC(=O)Nc1c(F)cccc1F)C(=O)CCCc1c[nH]c2ccccc12 was read as TGFb SMAD3 inh -15%, Nrf2 activator -0.3%, pAkt inh inactive, HepG2 viability 0%, Mm-Cpn inhibitor -2%, A549 viability 0%, Nrf2 block -17%, ATXN viability inactive and CCT modulator -2.5.
For COc1ccc(CCNC(=O)Cn2cnc3c(nnn3Cc3ccccc3F)c2=O)cc1OC the results were TGFb SMAD3 inh -25%, Nrf2 activator 0.1%, pAkt inh inactive, HepG2 viability -1%, Mm-Cpn inhibitor 1%, A549 viability 4%, Nrf2 block -3%, ATXN viability inactive and CCT modulator -3.1.
Screening Cc1c(C#N)c(O)[nH]c(=O)c1N=Nc1ccc(S(N)(=O)=O)cc1 returned TGFb SMAD3 inh -26%, Nrf2 activator 2.1%, pAkt inh inactive, HepG2 viability 12%, Mm-Cpn inhibitor 0%, A549 viability -14%, Nrf2 block inconclusive, ATXN viability inconclusive and CCT modulator -0.2.
`O=C(Cc1ccccc1F)Nc1cccc2cccnc12` gave TGFb SMAD3 inh -4%, Nrf2 activator 9.5%, pAkt inh inactive, HepG2 viability -6%, Mm-Cpn inhibitor 2%, A549 viability -1%, Nrf2 block 17%, ATXN viability inactive and CCT modulator 1.9.
`COC(=O)[C@]1(Cc2ccccc2)N[C@H](CN(C)C(=O)C2CCCCC2)[C@@H]2C(=O)N(Cc3ccccc3)C(=O)[C@@H]21` gave TGFb SMAD3 inh -20%, Nrf2 activator 1.3%, pAkt inh inactive, HepG2 viability -21%, Mm-Cpn inhibitor 1%, A549 viability inconclusive, Nrf2 block inconclusive, ATXN viability inconclusive and CCT modulator -0.2.
Screening COc1ccc(C(C)C)cc1S(=O)(=O)n1cnc(C)c1 returned TGFb SMAD3 inh inconclusive, Nrf2 activator -0.5%, pAkt inh inactive, HepG2 viability -4%, Mm-Cpn inhibitor 1%, A549 viability -6%, Nrf2 block -41%, ATXN viability inactive and CCT modulator 0.2.
For CC(=O)c1ccc(Nc2nc3ccccc3nc2NS(=O)(=O)c2cccs2)cc1 the results were TGFb SMAD3 inh -5%, Nrf2 activator 0.0%, pAkt inh inactive, HepG2 viability -17%, Mm-Cpn inhibitor 0%, A549 viability 1%, Nrf2 block 0%, ATXN viability inactive and CCT modulator -1.3.
`O=C(N1CCOCC1)C1(c2ccccc2)CCCCC1` gave TGFb SMAD3 inh 9%, Nrf2 activator 0.1%, pAkt inh inactive, HepG2 viability 8%, Mm-Cpn inhibitor -2%, A549 viability 0%, Nrf2 block -19%, ATXN viability inactive and CCT modulator -0.8.
For CCNC(=S)N(Cc1ccc2c(c1)OCO2)C1CC(=O)N(c2ccc(OC)cc2)C1=O (configuration not stated) the results were TGFb SMAD3 inh -2%, Nrf2 activator 11%, pAkt inh inactive, HepG2 viability -33%, Mm-Cpn inhibitor 0%, A549 viability -2%, Nrf2 block -10%, ATXN viability inactive and CCT modulator -4.0.
Screening CC(C)N=c1scc(-c2cccs2)n1/N=C/c1ccc(O)c(O)c1O returned TGFb SMAD3 inh 3%, Nrf2 activator inconclusive, pAkt inh inactive, HepG2 viability -31%, Mm-Cpn inhibitor 1%, A549 viability -5%, Nrf2 block 15%, ATXN viability inconclusive and CCT modulator -2.3.
